# Myeloid diff 2 – induction of myeloid progenitor differentiation, primary screen, cell-based, flow cytometry, MLPCN library; ER-HoxA9 myeloid progenitors, lysozyme-GFP differentiation; calls only at 10 µM; 360,000 compounds, 1% hits; AID 624256, 2012;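 active means normalized GFP-positive differentiation at or above the plate's own cutoff, the solvent-only control mean plus 3 SD; inconclusive means no clear call, values can overlap the other calls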;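 further: cells exposed to compound for four days before flow analysis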
# Ins promoter up – insulin promoter activators in MIN6 cells, imaging, high-content screening, mouse beta cells; MIN6 insulin promoter-GFP reporter; active compounds read high; z-score at 5 µM; 190,000 compounds, 0.3% hits; AID 1625, 2009;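 active means z-score above 3 at 5 µM with at least 500 cells counted in the well; inconclusive means wells under 500 cells, flagged as cytotoxic or low count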
# MT stabilizer – microtubule stabilizers in HeLa cells, primary screen, imaging, high-content imaging. AID 2205, 2009. 200,000 compounds, 0.83% hits. % tubulin-high responders, % at 10 µM. HeLa tubulin immunostaining HCS, 24 h; share of cells brighter than vehicle mean+2SD;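 active means plate Z-score above 3 for both tubulin-high and condensed-nucleus cell shares, with cell loss under 80%, at 10 µM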;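 further: anti alpha tubulin signal scored within the nucleus-defined area of each cell; some results filed as inactive read as strong as hits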
# PMI inhibitors – inhibitors of human PMI, primary screen, biochemical, fluorescence intensity, coupled assay (AID 1209); Mannose-6-phosphate isomerase (Homo sapiens); purified PMI enzyme, coupled fluorescence intensity; higher % means a stronger effect; inhibition, % at 20 µM, or IC50 in µM where a hit was titrated; 190,000 compounds, 0.42% hits; in the data active means inhibition above about 50%;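 further: plate controls were DMSO vehicle for no effect and wells lacking substrate for full effect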
# Hep lipid drop – inhibitors of hepatocyte lipid droplet formation, primary screen, imaging, high-throughput imaging, BODIPY stain | AML12 mouse hepatocytes, oleate lipid droplets | inhibition, % at 6.5 µM | 240,000 compounds, 0.4% hits | AID 1656, 2009;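 active means lipid droplet intensity inhibited by at least 50%, with more than 500 cells counted; inconclusive means wells with under 300 cells, treated as cytotoxic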
#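 Assay system: AML12 mouse liver cells | Compound dosing: One dose, 6.5 µM compound | Read-out basis: Droplet intensity reduction, % inhibition | Measured by: Fluorescence imaging, 20x objective, two fields per well | Schedule: Overnight treatment with compound plus oleate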
# TNAP activators – human TNAP enzyme activators, primary screen, biochemical, luminescent, no phosphate acceptor, uHTS (AID 1001). Alkaline phosphatase, tissue-nonspecific isozyme (Homo sapiens). purified TNAP, luminescent activation assay, no phosphate acceptor; higher activation fold means a stronger effect. 200,000 compounds, 0.03% hits. one-dose activation fold at 20 µM; EC50 in µM for titrated hits; in the data active means activation fold from about 3, or a potency from the dose series; inactive means the rest, 99 in 100 with activation fold below about 1.6; further: many of its hits are not listed in these tables
# Dynein cargo inh – inhibitors of GR-EGFP nuclear translocation, primary screen, dynein cargo transport inhibitor project, imaging, high-content, 3617.4 mouse cells; test concentration mostly 20 µM; stimulated with dexamethasone, 1 µM; active compounds read low; z-score, hits read low; AID 1381, 2008; 220,000 compounds, 0.47% hits;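 active means plate z-score of nuclear minus cytoplasmic receptor signal below a set negative limit, without overly bright fluorescence or cell loss, cut at about -3.5 in these data, passing the limit was not always enough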;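 further: z-score of nuclear minus cytoplasmic ring GR-EGFP intensity difference per well; some compounds called inactive have numbers as strong as hits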
#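 Buffer or medium – tet-free medium with charcoal-stripped serum · Signal – automated 10x imaging of fixed Hoechst-stained cells · Also added – dexamethasone agonist, 1.0 µM final, for 30 min · Incubation – induction 48 h, compound 1 h, agonist 30 min · Read-out – GR-EGFP nuclear translocation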
# bCat nuc transl – modulators of beta-catenin nuclear translocation, primary screen, imaging, HeLa cells, immunofluorescence, high-content; nuclear translocation activity, % at 5 µM; 190,000 compounds, 0.3% hits;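 active means nuclear translocation activity above 50% at 5 µM, with a well cell count of 50 or more; inconclusive means wells under 50 cells across six images, flagged as toxic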;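 further: per-cell ratio of nuclear to cytoplasmic median beta-catenin stain intensity; plate controls were DMSO negative control for no effect and GSK-3 inhibitor IX positive control for full effect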
#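 System: Human HeLa cells, endogenous beta-catenin | Compound dosing: 5 µM primary, 0.02–20 µM confirmation | Timing: 24 h compound exposure at 37°C, 5% CO2 | Measured by: Fluorescence imaging of beta-catenin antibody stain plus DAPI | Read-out basis: % activation of per-cell nuclear versus cytoplasmic median beta-catenin signal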
# T cell modulator – modulators of CD8 T cell-vesicle binding, primary screen, mouse 2C CD8+ T cells, flow cytometry | 330,000 compounds, 0.068% hits | 2C CD8+ T cell-vesicle binding; active compounds read low | AID 2052, 2009 | calls only at 7 µM;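 active means response, share of CD8 T cells binding vesicles, and their 90th percentile fluorescence all below set limits, cut at about 80% in these data, passing the limit was not always enough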
#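 Material: 2C TCR transgenic mouse naive CD8+ T cells, MACS-purified. Also added: QL9-charged Drosophila Ld/ICAM-1/B7-1 vesicles. Timing: binding 1.5 h at 37 °C. Measured by: high-throughput flow cytometry with anti-B7-1 and anti-CD8 staining. Read-out: percent CD8+ FL2 mean versus row control. Controls: Unloaded micro-vesicles (low), QL9 vesicles with 0.7% DMSO (high).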
# Dynein cargo inh cytoplasmic EGFP – also measured in Dynein cargo inh; calls as there; z-score; measured here: cytoplasmic GR-EGFP intensity; active compounds read high
# Dynein cargo inh nuclear GR-EGFP – recorded beside Dynein cargo inh, whose call it bears; z-score; measured here: nuclear GR-EGFP intensity;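 lower value marks the stronger effect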
# Dynein cargo inh cell count – second read-out of Dynein cargo inh, no call of its own (marks repeat the call); z-score; measured here: cell count per field
# Ins promoter up cell count – also measured in Ins promoter up; calls as there; cell count; measured here: cytotoxicity, nuclei count;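 total cells summed across four imaged fields per well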
# Hep lipid drop cells 6.5 µM – also measured in Hep lipid drop; calls as there; cell count; measured here: cell count, cytotoxicity flag;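 cells counted across two imaged fields per well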
# bCat nuc transl cell count 5 µM – further read-out of bCat nuc transl, marked with its call; cell count; measured here: cell count, cytotoxicity flag
# T cell modulator vesicle-bound % – second read-out of T cell modulator, no call of its own (marks repeat the call); double positive events, %; measured here: CD8+ vesicle-bound cell fraction;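 binding gate set so that unloaded-vesicle control wells show 10% double positive cells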
# MT stabilizer Hoechst-high % – second read-out of MT stabilizer, no call of its own (marks repeat the call); % Hoechst-high responders; measured here: nuclear condensation Hoechst responders;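 share of cells brighter than vehicle mean plus two SD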
# MT stabilizer cytotoxicity % – second read-out of MT stabilizer, no call of its own (marks repeat the call); toxicity, %; measured here: cytotoxicity by cell density;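 0% = mean cell density of plate MIN control wells and 100% = no cells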
# Myeloid diff 2 GFP+ MAC1+ % – also measured in Myeloid diff 2; calls as there; GFP+ MAC1+ double positive, %; measured here: differentiation confirmed by MAC1 staining
# The depositor's hits bear a star; i = inactive; u = inconclusive; x = no result given. The order is random; any-hit rate near 3%.
# Fields: Myeloid diff 2	Myeloid diff 2 GFP+ MAC1+ %	Ins promoter up	Ins promoter up cell count	MT stabilizer	MT stabilizer Hoechst-high %	MT stabilizer cytotoxicity %	PMI inhibitors	Hep lipid drop	Hep lipid drop cells 6.5 µM	TNAP activators	Dynein cargo inh	Dynein cargo inh cytoplasmic EGFP	Dynein cargo inh nuclear GR-EGFP	Dynein cargo inh cell count	bCat nuc transl	bCat nuc transl cell count 5 µM	T cell modulator	T cell modulator vesicle-bound %
1	Cc1ccc(C)c(C(=O)N(Cc2nc(-c3ccc(Cl)cc3)no2)C(C)C)c1
 : i	4.5	-0.01	747	6.0	3.2	10.7	12.8%	x	x	1	-0.484	-0.25	-0.27	0.241	x	x	i	51.3
2	Cc1cc(CNC(=O)C(C)Cc2ccccc2)nn1C (stereo not drawn)
 : i	1.5	0.1	1166	3.1	1.7	3.1	0.2%	-2.1	749	1.1	1.24	-0.202	0.876	0.00166	x	x	i	25.3
3	CCOc1ccccc1NC(=O)CC1Nc2ccccc2NC1=O (stereo not drawn)
 : i	2.5	0.44	922	2.9	1.9	6.1	-18.3%	4.6	721	1.1	-0.227	-0.0805	-0.158	0.691	1.1	1046	i	41.2
4	O=c1oc2ccc([N+](=O)[O-])cc2c(N2CCOCC2)c1[N+](=O)[O-]
 : x	x	1.43	1353	3.6	1.6	6.2	-7.2%	-17.5	704	1	-0.902	-0.279	-0.641	0.608	-0.4	1110	i	38.2
5	Oc1ccccc1/C=N/NC(=S)NC1CC2C=CC1C2 (stereo not drawn)
 : i	0.0	-0.14	1331	x	x	x	x	3.8	775	x	-0.386	-0.265	-0.397	0.542	7.1	871	i	49.2
6	O=P(COc1ccccc1)(c1ccccc1)c1ccccc1
 : i	0.7	-0.32	1627	1.5	2.2	7.9	-0.6%	x	x	1.1	-0.758	0.209	-0.507	0.994	1.8	1281	i	18.1
7	CCN1CCN(CCNC(=O)CCCCCn2c(=O)[nH]c3cc(C(=O)OC)ccc3c2=O)CC1
 : i	1.9	-0.13	1456	3.2	2.4	7.1	3.1%	x	x	1.1	0.0156	-0.212	0.507	0.702	-0.7	1369	i	43.4
8	CN(Cc1nc(-c2ccncc2)no1)S(=O)(=O)c1ccccc1
 : i	0.7	x	x	0.5	1.4	0.8	12.1%	-6.3	645	1	-1.14	-0.255	-0.653	0.531	-1.3	1073	i	26.2
9	Cc1ccc(SCc2c(C#N)c3ccccc3n2C)cc1
 : i	0.5	-0.52	1251	3.6	2.1	6.2	3.2%	5.9	726	1.1	-0.271	2.37	0.832	0.45	-0.2	1216	i	54.5
10	Cn1cnnc1SCC(=O)Nc1cc(S(=O)(=O)N2CCCCC2)ccc1Cl
 : i	0.2	0.05	1055	x	x	x	x	-37.0	631	x	-0.672	-0.245	-0.204	0.569	-0.3	1239	i	20.6
11	Cc1ccsc1/C=N\NC(=O)c1n[nH]c2c1CCC2
 : u	x	-0.07	1151	25.1*	13.6*	78.8*	17.9%	-1.9	734	2.3	0.238	-0.289	0.252	0.066	26.6	679	i	41.8
12	O=C(O)C1CCC(=O)N1C1c2ccccc2Oc2ccccc21 (stereo not drawn)
 : i	2.1	-0.15	983	8.7	1.5	5.0	-0.4%	x	x	1.1	-0.668	-0.176	-0.317	-0.148	x	x	i	52.5
13	CSc1ccc(S(=O)(=O)Nc2cccc(F)c2)cc1
 : x	x	-2.77	641	3.6	0.3	24.4	9.0%	3.6	648	1.2	1.71	-0.217	1.3	-1.61	0.2	1134	i	17.7
14	COc1cc(NC(=S)NCc2cccnc2)c(OC)cc1Cl
 : i	0.8	-1.24	1604	4.8	1.1	0.7	-3.1%	10.5	626	1.1	-0.775	-0.291	-0.314	0.796	-1.7	1129	i	57.4
15	Fc1ccc(-c2csc3ncnc(Cl)c23)cc1
 : i	1.1	0.42	1483	4.3	2.6	11.7	23.3%	18.7	502	1	-2.82	0.22	-1.62	-0.0551	0.1	1023	i	46.4
16	COCCN(C(=O)Cc1cccs1)C(C(=O)NC1CCCC1)c1cc(OC)c(OC)c(OC)c1 (stereo not drawn)
 : i	0.7	0.05	1701	2.3	1.3	4.9	-6.6%	-7.6	626	1.1	-0.45	-0.2	-0.0617	-0.166	0.9	964	i	64.0
17	O=C(OCC(=O)N1CCN(c2ccccc2)CC1)c1ccco1
 : i	0.6	-0.21	1257	1.5	1.8	8.3	-33.9%	5.4	755	1.1	-0.297	-0.211	0.0139	0.43	-0.9	1189	x	x
18	CC(C)(C)c1ccc(Cn2ccc(-c3ccc4c(c3)OCO4)n2)cc1
 : i	1.4	x	x	1.2	1.7	7.7	14.8%	x	x	1	0.0528	0.281	-0.17	0.176	x	x	i	53.4
19	COC(=O)[C@@]1(Cc2ccc(F)cc2)[C@H]2c3cc(C(=O)N(C)C)n(Cc4ccc(OC(F)(F)F)cc4)c3C[C@H]2CN1C(=O)c1ccccc1
 : x	x	-0.46	827	4.2	3.6	0.5	12.7%	-4.5	749	1	-1.3	-0.157	-0.317	0.883	-1.5	500	x	x
20	CC(C)N(C(=O)CSc1nnc(-c2ccc3c(c2)OCO3)n1C)C(C)C
 : i	0.5	-1	1346	1.8	1.6	1.1	-9.5%	-6.8	680	1.1	-0.434	-0.404	-0.112	1.77	-1.2	1185	i	14.9
21	O=C(Nc1ccccc1F)c1ccn[nH]1
 : i	0.7	-0.33	1269	1.8	1.7	2.9	-7.7%	-6.0	726	1.1	-0.0813	0.317	-0.0421	0.669	-0.6	1048	i	19.9
22	COCC(=O)n1nc(-c2ccccc2)nc1NCc1cccs1
 : i	0.3	-0.01	1568	2.2	2.0	6.5	4.5%	17.9	742	0.5	-0.705	-0.119	0.0907	0.211	-4.9	1118	x	x
23	Cc1[nH]n(-c2ccc([N+](=O)[O-])cc2)c(=O)c1C=NCCN1CCN(C(=O)c2ccc(F)cc2)CC1
 : i	1.2	-1	864	1.7	1.6	7.9	-10.9%	x	x	1	1.19	-0.333	0.719	-0.997	x	x	i	36.4
24	Cc1ccc(-c2noc(-c3ccoc3C)n2)cc1
 : i	0.7	0.38	1389	2.4	3.2	13.0	-2.4%	-1.3	625	1	-0.534	-0.342	-0.267	0.347	0.5	1494	i	51.5
25	Cc1ccc(S(=O)(=O)CCN2CCC(n3cccc3)CC2)cc1
 : i	0.8	-0.22	1494	x	x	x	x	3.8	695	x	-0.32	-0.266	-0.197	1.08	0.5	1121	i	32.6
26	COc1ccc(-c2noc(-c3ccoc3C)n2)cc1OC
 : i	0.7	-0.1	1590	2.4	2.6	0.2	x	-2.1	654	1.1	1.47	-0.161	0.709	-1.19	-1.3	1528	i	52.8
27	O=C(CSc1nccn1-c1ccc(F)cc1)NCc1ccc2c(c1)OCO2
 : i	0.8	0.06	1294	1.7	3.2	12.1	4.6%	x	x	1.1	-0.945	-0.224	-0.151	0.412	-3.0	985	i	23.3
28	Cc1cc(Nc2cccc(Cl)c2)nc(N2CCOCC2)n1
 : i	0.2	-0.47	1164	3.1	3.2	6.2	4.3%	30.5	655	1.1	-0.767	-0.288	-0.73	0.932	-1.4	1025	i	33.8
29	Cc1cc(C)n(-c2nc3ccccc3n3c(C)nnc23)n1
 : i	0.3	x	x	2.6	2.8	8.6	-2.6%	14.4	754	1.1	2.39	-0.0575	1.88	-2.37	1.8	1172	i	33.4
30	COc1ccc(N2C(=O)C(OC(C)=O)C2c2ccc(C)cc2)cc1 (stereo not drawn)
 : i	1.1	-0.49	1321	1.9	1.4	7.3	-10.3%	-3.1	676	1.1	-0.0853	-0.294	-0.357	0.58	x	x	i	42.1
31	Cc1cc(Nc2ccccc2)n2nc(C)c(-c3ccccc3)c2n1
 : i	0.1	x	x	x	x	x	x	-3.5	682	x	0.734	-0.0759	0.851	-0.212	-0.8	1367	i	42.9
32	Cc1ccc(-c2nc3ccccc3s2)cc1NC(=O)c1cc(-n2cnnc2)ccc1Cl
 : i	1.7	0.38	1664	3.1	2.2	9.0	-8.1%	x	x	1.1	-0.348	-0.183	0.275	1.05	10.5	1313	i	17.6
33	N/C(=N\O)c1cccc(CS(=O)(=O)c2ccccn2)c1
 : i	0.0	-0.4	1446	x	x	x	x	12.4	706	x	0.373	-0.201	-0.0569	0.255	0.4	1332	i	46.9
